# Screening results as filed in PubChem BioAssay.
# LmPK inhibitor = LmPK (Leishmania mexicana) enzyme inhibition; 290,000 tested, 0.37% active; purified LmPK, Kinase-Glo ATP luminescence, 1 h; Potency, µM (doses to about 57.5 µM), for inactives: at the top dose activity change, negative = inhibition, most hits filed as inhibitors; further: potency means the concentration at half of the fitted maximal effect; on the % scale 0 is the no-effect control and ±100 the full control effect
# Target sequence (Q27686 whole entry, looked up): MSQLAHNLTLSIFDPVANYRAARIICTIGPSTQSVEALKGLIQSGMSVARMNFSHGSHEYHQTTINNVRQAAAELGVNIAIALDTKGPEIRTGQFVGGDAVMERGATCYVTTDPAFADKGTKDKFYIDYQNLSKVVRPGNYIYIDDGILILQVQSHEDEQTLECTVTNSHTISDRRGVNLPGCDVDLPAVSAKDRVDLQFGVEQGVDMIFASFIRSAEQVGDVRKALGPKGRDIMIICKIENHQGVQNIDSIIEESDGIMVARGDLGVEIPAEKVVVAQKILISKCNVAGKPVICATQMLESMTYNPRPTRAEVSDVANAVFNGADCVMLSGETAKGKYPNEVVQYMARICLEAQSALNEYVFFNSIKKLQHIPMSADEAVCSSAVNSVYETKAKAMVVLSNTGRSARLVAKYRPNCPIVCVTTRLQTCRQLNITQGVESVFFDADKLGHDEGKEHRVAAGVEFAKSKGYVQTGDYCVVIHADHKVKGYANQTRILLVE
#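 ATP generated from ADP (0.1 mM) and PEP (0.5 mM) by 0.1 nM LmPK over 1 h at room temperature (pH 7.2 imidazole buffer) was detected by coupled luciferase luminescence. Values were normalized to uninhibited and no-enzyme wells.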
# Pf growth 48h = inhibits P. falciparum growth in the first generation, 48 h | P. falciparum luciferase growth in erythrocytes, 48 h | Potency, µM (highest dose often 28.7 µM), for inactives: top-dose activity change, negative = inhibition, usual class: inhibitors | 310,000 tested, 5.9% active | AID 504832; further: potency means the concentration at half of the fitted maximal effect; on the % scale 0 is the no-effect control and ±100 the full control effect
#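 Parasite viability was followed by luminescence of a genomically integrated firefly luciferase. Cultures held 0.1% parasitemia at 2% hematocrit (final), incubated under 5% CO2 at 37 C.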
# Tb PYK inh = blocks Trypanosoma brucei pyruvate kinase; TbPYK enzyme, Kinase-Glo Plus ATP luminescence, 45 min; Potency, µM (top dose mostly 76.8 µM), for the others: at the highest dose activity, negative = inhibition, most hits filed as inhibitors; 410,000 tested, 0.12% active; AID 624173; further: potency means the concentration at half of the fitted maximal effect; on the % scale 0 is the no-effect control and ±100 the full control effect; nearly all actives have a fitted effect of over 50% in size
#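 Glycolytic pyruvate kinase of T. brucei was incubated with substrate, test compound and 130 uM ADP for 45 minutes at room temperature. Luminescent Kinase-Glo Plus signal was measured after 10 minutes.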
# CHX counter = affects cycloheximide protein synthesis inhibition readout, counter-screen | cell reporter, cycloheximide protein synthesis inhibition counterscreen | max response, % | 300,000 tested, 12% active | AID 2314; in the data active means max response mostly above about 13%, no sharp cut-off; inactive means mostly below about 14%; further: read at 38.3 µM for the half of the compounds with a filed dose; 0% is about no effect
# AmpC no deterg = AmpC beta-lactamase inhibition without detergent | P00811 | Potency, µM (top dose mostly 57.1 µM), inactives show at the highest dose activity change, negative = inhibition, actives largely listed as inhibitors | AmpC nitrocefin hydrolysis, absorbance 480 nm, 0.0001% Triton | 330,000 tested, 0.52% active | AID 485341;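 further: potency means the concentration at half of the fitted maximal effect; plate controls were no compound for no effect and no enzyme for full effect; nearly all actives have a fitted effect of over 20% in size; some results filed as inactive show a strong effect at the top dose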
# Target sequence (P00811 whole entry, looked up): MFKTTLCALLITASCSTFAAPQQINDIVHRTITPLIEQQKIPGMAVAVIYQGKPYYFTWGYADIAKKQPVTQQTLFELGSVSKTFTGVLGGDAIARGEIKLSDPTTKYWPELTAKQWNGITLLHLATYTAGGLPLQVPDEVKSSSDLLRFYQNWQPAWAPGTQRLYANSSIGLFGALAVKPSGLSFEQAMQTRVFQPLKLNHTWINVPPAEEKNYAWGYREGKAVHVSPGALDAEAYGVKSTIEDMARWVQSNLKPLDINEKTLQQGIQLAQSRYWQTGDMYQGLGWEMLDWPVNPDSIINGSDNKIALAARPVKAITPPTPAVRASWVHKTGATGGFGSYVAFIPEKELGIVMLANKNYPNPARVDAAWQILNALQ
#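 20 mM phosphate pH 7.0 + 0.01% (detergent screen) or 0.0001% Triton X-100; 5.3 nM AmpC reagent; cpd preinc 15 min RT; nitrocefin (800 uM stock) to start; A480 q20 s × 4 min; Activity was normalised to no-enzyme and no-compound control wells.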
# Pf growth 96h = P. falciparum growth inhibition at 96 hours. P. falciparum luciferase reporter growth, 96 h. Potency, µM (highest dose often 28.7 µM), without a hit: top-dose activity change, negative = inhibition, hits mostly inhibitors. 320,000 tested, 6.9% active. AID 504834; further: potency means the concentration at half of the fitted maximal effect; on the % scale 0 is the no-effect control and ±100 the full control effect
#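 Plates of compound plus infected erythrocytes (2% hematocrit, 0.05% parasitemia final) incubate 96 hours, 37 C, 5% CO2. Detection reagent added; reduced luminescence from the parasites' luciferase reporter flags inhibition.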
# Shiga inhibitor = Shiga toxin inhibition; Vero cells, Shiga toxin protein synthesis inhibition reporter; inhibition, % at 38.7 µM; 290,000 tested, 9.2% active; AID 2315; in the data active means inhibition mostly above about 28%, no sharp cut-off; inactive means mostly below about 43%; further: 0% is about no effect
# The depositor's hits bear a star; u = inconclusive; x = not tested or not shown; [ ] = another dose, or the depositor's remark. Unless noted, the call rests on the fitted dose curve; in most records, active means well fitted curve in the direction sought with a large enough effect; inconclusive means small, poorly fitted or top-dose-only effect, or another doubt; inactive means no such curve, though single readings can be large; an effect the other way counts as inactive or inconclusive. Compounds as they come. Share with any hit: about 22%.
SMILES,LmPK inhibitor,Pf growth 48h,Tb PYK inh,CHX counter,AmpC no deterg,Pf growth 96h,Shiga inhibitor
Cc1cc(NC(=O)Nc2cccc(C)c2C)no1,-2%,28%,-3%,16,-22%,43%[1.15 µM],18
COc1ccc(CCNC(=S)NC(=O)c2cccc([N+](=O)[O-])c2)cc1OC,-3%,45%[activator],-2%,-3,-13%,-8%,6
CC1CCCN(C(=O)c2sc3cc([N+](=O)[O-])ccc3c2Cl)C1 (stereo not drawn),1%,u,0%,32*,-11%,22%,85*
COc1ccccc1N1CCN(C(=O)c2ccc([N+](=O)[O-])s2)CC1,-5%,-26%,-2%,5,-2%,u,3
CC(=O)N1CCN(CC(=O)Nc2ccc(Cl)c(S(=O)(=O)N(C)C)c2)CC1,-3%,-10%,-5%,-3,-18%,-22%,-10
Cc1ccc(OCCCC(=O)Nc2nc3ccccc3[nH]2)cc1,2%,8%,3%,6,-11%[11.4 µM],u,5
O=C(CN(C(=O)CCC(=O)Nc1ccccn1)c1ccc2c(c1)OCCO2)NCCc1ccccc1,0%,4%,-3%,12*,-5%,-6%,29
Cc1cccc(Cn2c(N3CCCCC3C)nc3c2c(=O)[nH]c(=O)n3C)c1 (stereo not drawn),6%,u,0%,-3,15%,u,20
OCCCNc1ncnc2c1cnn2-c1ccc(Cl)cc1,-4%,-19%[0.00184 µM],5%,52*,15%,2%,75*
Cc1ccc(NC(=O)Nc2cc(S(=O)(=O)N(C)C)ccc2C)cc1,1%,12%,0%,2,25µM*,-4%[5.75 µM],40
Cc1cnc(C(=O)OCc2csc(CC(=O)Nc3ccccc3C)n2)cn1,-5%,u,-5%,2,7%,-18%,-15
Cc1oc(-c2ccccc2Cl)nc1CN(Cc1ccccn1)C[C@@H]1CCC(=O)N1,4%,8%,3%,14,91%[activator],u,6
Nc1nonc1-n1nnc(C(=O)N/N=C/c2cccnc2)c1CSc1ccccc1,8%,17%,2%,1,-10%,8%,2
CCOC(=O)c1c(CN2CCOCC2)oc2ccc(OC(C)=O)cc12,0%,-13%,4%,-1,13%,88%[activator],-1
CC(C)(C)c1cc(CCC(=O)NCc2cccnc2)cc(C(C)(C)C)c1O,-6%,17%,0%,9,-25%,-16%,-11
CN(CC(=O)Nc1ccccc1C(=O)NC1CC1)Cc1ccc(N(C)C)cc1,x,-1%,-1%,x,-25%,-14%,x
COc1ccc(NS(=O)(=O)c2ccc(NC(=S)NC(=O)c3cccnc3)cc2)nn1,3%,-1%,-10%,-1,-27%,18%,18
CS(=O)(=O)c1ccc2nc(NC(=O)c3ccc(NS(=O)(=O)c4ccc(F)c(F)c4)cc3)sc2c1,2%,77%[activator],-4%,15,11%,u,28
Cc1cc(C)c(-c2csc(NC(=O)C3=COCCO3)n2)c(C)c1,x,9.3µM*,11%,x,42%,u,x
O=C(Oc1ccccc1N1C(=O)C2CCCCC2C1=O)c1ccc(Cl)cc1 (stereo not drawn),0%,9%,-4%,14,5%,13%,36
Cc1c(Cl)cccc1NC(=O)CCN1CCOCC1,-8%,35%[activator],0%,-3,-16%,-2%,x
NCC(c1ccco1)c1c[nH]c2ccccc12 (stereo not drawn),1%,u,-3%,-3,-33%,34%[activator],-5
Cc1cccc(C)c1OCC(=O)Nc1ccc(S(=O)(=O)Nc2ccccn2)cc1,5%,-1%,-12%,-3,-46%,1%,-12
COc1ccccc1C(=O)NCCC(=O)N(C)Cc1cccnc1,x,-25%,3%,x,-16%,u,x
COc1cc(C2Nn3c(nnc3-c3ccccc3OC)S2)ccc1O (stereo not drawn),-17%,-5%,u,-4,-25%,-10%,-13
CCN1CCCC1CNC(=O)Cn1cccc1C(=O)c1ccccc1C (stereo not drawn),1%,16%,-5%,0,65%[activator],28%,-8
CC(C)c1nnc(NC(=O)C2CCN(c3cnccn3)CC2)s1,3%,u,-1%,-5,-16%,16%,1
COc1ccccc1NC(=O)COC(=O)CNC(=O)c1ccc(OC)c(OC)c1,-2%,178%[activator],1%,9,-24%,x,50
CSc1ccccc1C(=O)Nc1nccs1,1%,x,-2%,24,21%,-56%,4
O=C(Nc1ccccc1N1CCCC1)c1cc(S(=O)(=O)N2CCOCC2)ccc1Cl,x,-8%,3%,x,35%,u,x
Cc1ccn2c(/C=N/OCc3cccc(F)c3)c(-c3ccc(Cl)cc3)nc2c1,1%,u,-3%,6,-2%,2%,11
Oc1c(Br)cc(C2N=C(c3ccccc3Cl)NO2)cc1Br (stereo not drawn),-2%,6%,-12%,-5,-24%,-26%,12
CN(C)CCNC(=O)c1cc2sc3ccccc3c2s1,2%,u,5%,40*,21%,u,85*
Cc1cccc(NC(=O)CN2C(=O)NC3(CCCC3)C2=O)n1,x,24%,2%,x,-15%,28%,x
CCCCN(C)CCNC(=O)c1cc2cc3ccc(OC)cc3nc2o1,-1%,12%[0.00184 µM],1%,-3,6%,1%,-4
O=C(COC(=O)c1nsc(Cl)c1Cl)NC1CCCCC1,3%,14%,5%,-6,-11%,-23%,-5
O=C(c1ccc(NS(=O)(=O)c2cccs2)cc1)N1CCCCC1,0%,16%,-7%,0,-11%,-2%,44
C/C(=N\NC(=O)c1cc(Br)ccc1O)c1cccs1,-10%,177%[activator],-3%,37*,-39%,-2%,126*
CCOc1ccc(C(=O)N2CCC3(CC2)NCCc2[nH]cnc23)cc1,9%,u,5%,-1,-15%,60%[activator],-7
CCOC(=O)c1c(-c2ccccc2)c2cc(OC)ccc2n1CCCN(C)C,-6%,9.3µM*,-1%,-1,175%[activator],65%[activator],-3
Nc1ccc(-c2nc3cc(N)ccc3o2)cc1,-2%,48%[activator],-2%,38*,-16%,-18%,38*
CN(C)S(=O)(=O)c1ccc(C(=O)Nc2nnc(Cc3ccccc3)s2)cc1,-12%,3%,-6%,7,-19%,x,-2
O=C(C1CC(=O)N(c2ccc(F)cc2)C1)N1CCN(c2ccccc2)CC1 (stereo not drawn),-10%,38%[activator],-21%,-2,-7%,49%[activator],-6
C[C@H](O)[C@@H](C(=O)N1CCN(C(=O)OC(C)(C)C)CC1)n1cc(CCCCNC(=O)OC(C)(C)C)nn1,3%,-2%,1%,-2,84%[activator],9%,35
Oc1ccc2ccccc2c1-c1sc(Nc2ccccc2)n[n+]1-c1ccc(F)cc1,-1%,u,-9%,1,-47%,u,-4
O=C(CNC(=O)C12CC3CC(CC(C3)C1)C2)N/N=C\c1ccco1,-9%,13%,1%,1,-17%,1%,-32
CC(C)n1nc(C(=O)Nc2cccc(S(=O)(=O)NCc3ccco3)c2)c2ccccc2c1=O,9%,u,-9%,17*,-42%,u,19
Nc1nc(=S)c2ncn([C@@H]3O[C@H](CO)[C@@H](O)[C@H]3O)c2[nH]1,x,10µM*,-9%,x,-11%,u,x

# Part of the list above in order of molecular weight, smallest number first.
SMILES,LmPK inhibitor,Pf growth 48h,Tb PYK inh,CHX counter,AmpC no deterg,Pf growth 96h,Shiga inhibitor
Nc1ccc(-c2nc3cc(N)ccc3o2)cc1,-2%,48%[activator],-2%,38*,-16%,-18%,38*
CSc1ccccc1C(=O)Nc1nccs1,1%,x,-2%,24,21%,-56%,4
Nc1nc(=S)c2ncn([C@@H]3O[C@H](CO)[C@@H](O)[C@H]3O)c2[nH]1,x,10µM*,-9%,x,-11%,u,x
Cc1cccc(NC(=O)CN2C(=O)NC3(CCCC3)C2=O)n1,x,24%,2%,x,-15%,28%,x
CN(C)CCNC(=O)c1cc2sc3ccccc3c2s1,2%,u,5%,40*,21%,u,85*
CC(C)c1nnc(NC(=O)C2CCN(c3cnccn3)CC2)s1,3%,u,-1%,-5,-16%,16%,1
O=C(COC(=O)c1nsc(Cl)c1Cl)NC1CCCCC1,3%,14%,5%,-6,-11%,-23%,-5
C/C(=N\NC(=O)c1cc(Br)ccc1O)c1cccs1,-10%,177%[activator],-3%,37*,-39%,-2%,126*
CCOc1ccc(C(=O)N2CCC3(CC2)NCCc2[nH]cnc23)cc1,9%,u,5%,-1,-15%,60%[activator],-7
O=C(c1ccc(NS(=O)(=O)c2cccs2)cc1)N1CCCCC1,0%,16%,-7%,0,-11%,-2%,44
CCCCN(C)CCNC(=O)c1cc2cc3ccc(OC)cc3nc2o1,-1%,12%[0.00184 µM],1%,-3,6%,1%,-4
O=C(C1CC(=O)N(c2ccc(F)cc2)C1)N1CCN(c2ccccc2)CC1 (stereo not drawn),-10%,38%[activator],-21%,-2,-7%,49%[activator],-6
CCOC(=O)c1c(-c2ccccc2)c2cc(OC)ccc2n1CCCN(C)C,-6%,9.3µM*,-1%,-1,175%[activator],65%[activator],-3
Cc1ccn2c(/C=N/OCc3cccc(F)c3)c(-c3ccc(Cl)cc3)nc2c1,1%,u,-3%,6,-2%,2%,11
COc1ccccc1NC(=O)COC(=O)CNC(=O)c1ccc(OC)c(OC)c1,-2%,178%[activator],1%,9,-24%,x,50
CN(C)S(=O)(=O)c1ccc(C(=O)Nc2nnc(Cc3ccccc3)s2)cc1,-12%,3%,-6%,7,-19%,x,-2
Oc1ccc2ccccc2c1-c1sc(Nc2ccccc2)n[n+]1-c1ccc(F)cc1,-1%,u,-9%,1,-47%,u,-4
Oc1c(Br)cc(C2N=C(c3ccccc3Cl)NO2)cc1Br (stereo not drawn),-2%,6%,-12%,-5,-24%,-26%,12
C[C@H](O)[C@@H](C(=O)N1CCN(C(=O)OC(C)(C)C)CC1)n1cc(CCCCNC(=O)OC(C)(C)C)nn1,3%,-2%,1%,-2,84%[activator],9%,35

# The listing picks up with the 2 entries that preceded the break.
SMILES,LmPK inhibitor,Pf growth 48h,Tb PYK inh,CHX counter,AmpC no deterg,Pf growth 96h,Shiga inhibitor
CC(C)n1nc(C(=O)Nc2cccc(S(=O)(=O)NCc3ccco3)c2)c2ccccc2c1=O,9%,u,-9%,17*,-42%,u,19
Nc1nc(=S)c2ncn([C@@H]3O[C@H](CO)[C@@H](O)[C@H]3O)c2[nH]1,x,10µM*,-9%,x,-11%,u,x
Cc1ccc(-n2c(SCc3ccc([N+](=O)[O-])cc3)nc3ccccc3c2=O)cc1,2%,u,7%,2,-22%,u,-11
CCOC(=O)c1c(C)c(C(=O)Nc2ccc3c(c2)OCO3)c(C)n1C,0%,u,-20%,14,10%,-35%,41*
Clc1ccc(Nc2ncn[nH]2)c(Cl)c1,-2%,1%,-3%,2,-19%,21%,34
COc1ccc(C[C@H]2CN3C(=NC[C@H]3C)N2CCNC(=O)c2ccc(C)c(Br)c2)cc1,-8%,-6%,-3%,0,28%,3.7µM*,-12
COc1c(F)c(F)cc2c(=O)c(C(=O)O)cn(C3CC3)c12,0%,5%[0.00184 µM],-11%,-2,-2%,31%[activator],-5
COc1ccc(CC(=O)NCc2cccs2)cc1,-7%,20%,0%,6,-3%,x,16
O=C(CN1C(=O)NC2(CCCC2)C1=O)N1CCCSC1=Nc1ccccc1,x,-17%,-3%,x,30%,2%,x
